RBX1-CUL1 inh: human ROC1-CUL1 E3 ligase inhibition. in vitro K48 di-Ub FRET, acceptor:donor ratio, 45 min. actives 0.6% (n = 140,000). P62877+Q13616. inhibition, % at 10 µM; in the data active = inhibition above about 25%
Target sequence (P62877 whole entry, looked up): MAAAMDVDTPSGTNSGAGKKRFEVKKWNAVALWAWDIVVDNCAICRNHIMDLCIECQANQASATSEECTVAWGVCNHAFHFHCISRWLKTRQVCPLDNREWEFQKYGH
Target sequence (Q13616 whole entry, looked up): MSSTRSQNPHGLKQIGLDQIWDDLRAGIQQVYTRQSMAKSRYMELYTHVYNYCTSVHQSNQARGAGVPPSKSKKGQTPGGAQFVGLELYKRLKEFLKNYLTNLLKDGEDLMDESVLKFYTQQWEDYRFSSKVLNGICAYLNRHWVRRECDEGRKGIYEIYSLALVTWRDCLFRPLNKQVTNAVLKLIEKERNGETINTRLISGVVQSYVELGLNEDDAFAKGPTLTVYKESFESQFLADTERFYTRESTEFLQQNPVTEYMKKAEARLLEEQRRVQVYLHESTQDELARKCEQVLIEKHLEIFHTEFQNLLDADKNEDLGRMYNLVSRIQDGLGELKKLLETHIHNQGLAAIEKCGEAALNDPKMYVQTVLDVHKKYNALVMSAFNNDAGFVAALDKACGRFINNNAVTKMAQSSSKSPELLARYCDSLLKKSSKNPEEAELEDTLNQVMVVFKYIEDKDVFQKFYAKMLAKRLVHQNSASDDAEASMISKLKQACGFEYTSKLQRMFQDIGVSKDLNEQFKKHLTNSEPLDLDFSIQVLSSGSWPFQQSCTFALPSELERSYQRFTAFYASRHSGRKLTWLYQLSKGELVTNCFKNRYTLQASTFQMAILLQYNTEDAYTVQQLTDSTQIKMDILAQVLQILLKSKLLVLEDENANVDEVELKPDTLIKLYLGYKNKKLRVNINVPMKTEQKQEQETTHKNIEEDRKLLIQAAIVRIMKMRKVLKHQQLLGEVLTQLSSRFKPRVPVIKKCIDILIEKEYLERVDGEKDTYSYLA
Numbers without * were called inactive. A portion of the library; count on the stated rates, not on these rows.

SMILES	RBX1-CUL1 inh
CCC1=C(c2ccccc2)N(c2ccccc2)C(=O)C(I)C1=O (stereo not given)	9.2
CCCc1c(C(=O)NC2CCCC2)nnn1-c1ccccc1	7.4
Cc1ccc(C(=O)NC2(C(F)(F)F)N=C(c3ccccc3F)NC2=O)cc1 (stereo not given)	0.8
CC(Oc1ccccc1)C(=O)Nc1ccccc1F (stereo not given)	-5.3
COc1ccc(NC(=O)CNS(=O)(=O)c2cc(Cl)ccc2Cl)cc1	0.1
CN(CC1CCCCO1)C(=O)c1ccc2oc(-c3cccc(F)c3)nc2c1 (stereo not given)	7.4
Cc1cc(NC(=O)c2cc(-c3cccc(Cl)c3)on2)n(-c2ccccc2)n1	-0.7
CCN1C(=O)S/C(=C/c2cccn2C)C1=O	-6.0
Cc1ccc(-c2csc(NC(=O)c3cccnc3Cl)c2C(=O)OC(C)C)cc1	5.5
COc1ccc(F)cc1S(=O)(=O)Nc1ccncc1	5.1
C=CCc1cc(CC2=NC(=O)N(CC(=O)Nc3cccc(C)c3)C2=O)cc(OC)c1O	18.0
Cc1ccccc1N1CCN(S(=O)(=O)c2ccc3ccccc3c2)CC1	9.2
COc1ccc(OC)c(-c2csc(NC(=O)c3ccc(Cn4nc(C)c(Cl)c4C)o3)n2)c1	-12.0
CCOC(=O)c1ccc(NC(=O)CCN2C(=O)c3ccccc3C2=O)cc1	2.2
O=C(O)c1ccccc1NC(=O)N1c2ccccc2Sc2ccccc21	-1.2
COc1cc(C)c(-c2nc(CN(CCO)CCO)c(C)o2)cc1C	0.0
COc1ccccc1C(=O)NC(=S)Nc1ccc(CN2CCOCC2)cc1	-2.4
Cc1ccccc1-c1nc(CN2CCC(C(=O)NCc3ccc(F)cc3)CC2)c(C)o1	1.1
Cc1ccc(NS(=O)(=O)c2cc(F)ccc2F)cc1	-4.3
CCOC(=O)c1ccc(NC(=O)CSc2nnnn2-c2ccc3c(c2)OCO3)cc1	6.0
CCOCCCNC(=O)c1ccc(Cn2c(=O)c3cccn3c3cccnc32)cc1	8.2
CCOc1ccc2c(c1)c(=O)c(S(=O)(=O)c1ccc(F)cc1)cn2CC(=O)Nc1ccccc1C	-8.6
CCOc1ccc(CCNC(=O)c2cc3c(s2)-c2c(C)cccc2OC3)cc1	-7.7
Oc1c(N=Nc2cccc3ccccc23)cc2c3c1CCCN3CCC2	-0.4
CC(C)CNc1nc(NC(C)(C)C)nc(Oc2ccc(=O)n(-c3ccccc3)n2)n1	-2.2

Next entries.
SMILES	RBX1-CUL1 inh
COc1ccc2c(c1)CCc1sc(NC(=O)c3ccc(Cl)cc3)nc1-2	10.6
CC(OC(=O)c1ccccc1NC(=O)c1ccc(Cl)cc1)C(=O)c1ccccc1 (stereo not given)	-8.8
CC1CCN(C(=O)COc2ccccc2C(C)(C)C)CC1	-2.2
COC(=O)c1ccc(CSC(=N)N)o1	19.4
CCc1ccccc1NC(=O)Cn1nnc(C(=O)NCc2cccc(OC)c2)c1N	8.7
CCc1ccc(CNC(=O)c2ccc(-n3c(C)cc4c3CCC(C)C4)cc2)cc1 (stereo not given)	1.5
CCCCOc1ccc2c(c1)oc(=O)c1ccccc12	3.2
CC(C)c1ccc2c(c1)C(N1CCN(C)CC1)=Cc1cccnc1S2	11.6
COc1ccc(C2NN=C3c4[nH]c5ccc(C)cc5c4CCC32)cc1 (stereo not given)	7.0
Cc1cc2c(cc1NC(=O)c1ccc(C(C)(C)C)cc1)n(C)c(=O)c(=O)n2C	7.0
c1cc(CN2CCc3[nH]nc(-c4ccc5c(c4)OCO5)c3C2)ccn1	-3.1
FC(F)(F)c1ccc(-c2c(-c3nnnn3-c3ccc(Cl)cc3)cnn2-c2ccccn2)cc1	9.1
O=C1c2ccccc2-c2nnc(-c3ccc4c(c3)OCO4)cc21	10.1
C=CCc1cccc(/C=N/NC(=O)CSc2nc3ccccc3n2CC)c1O	13.1
CS(=O)(=O)N(CC(=O)Nc1ccc(Cl)c(Cl)c1)c1ccc(Cl)cc1	-7.4
CCCCOC(=O)NC1c2ccccc2CSc2ccccc21 (stereo not given)	1.9
Cc1cc(C)cc(NC(=O)CN2C(=O)CCc3cc(S(=O)(=O)N4CCCCC4)ccc32)c1	-0.1
CCc1ccc(NC(=O)C(=O)NCC(c2ccc3c(c2)OCO3)N2CCN(C)CC2)cc1 (stereo not given)	7.2
CC1(Cc2ccccc2)C(=O)Oc2ccc3ccccc3c2C1=O (stereo not given)	1.5
COC(=O)NNC(=O)c1ccccc1Cl	-7.4
O=C(NC1CC1)C1CCN(Cc2cccc(Cl)c2)CC1	-5.2
N#Cc1c(NC(=O)CSc2ccccc2)sc2c1CCCC2	6.1
CC(=O)c1ccccc(OC(=O)c2ccccc2)c1=O	81.0*
CC(=O)Nc1ccc(S(=O)(=O)Nc2ccn(Cc3ccccc3Cl)n2)cc1	7.8
CCC(C(=O)Nc1ccc(OC)c(OC)c1)c1ccccc1 (stereo not given)	3.6

A different layout for part of the listing above:
molecule | RBX1-CUL1 inh
CS(=O)(=O)N(CC(=O)Nc1ccc(Cl)c(Cl)c1)c1ccc(Cl)cc1 | -7.4
COC(=O)NNC(=O)c1ccccc1Cl | -7.4

The list continues:
SMILES	RBX1-CUL1 inh
Cc1sc(C(=O)O)cc1-c1ccccc1	-3.7
CN1CCN(CC(=O)N2CCCC(c3ccc(F)cc3)c3ccc(F)cc32)CC1 (stereo not given)	3.1
COc1ccc(C(=O)NC(=S)NNC(=O)c2cccc(C)c2)cc1	-10.5
CCN1CCN(c2c(Cl)cccc2NC(=O)c2cc3ccccc3o2)CC1	-3.3
CN(c1ccccc1Cl)S(=O)(=O)c1ccccc1	3.9
O=c1c(S(=O)(=O)c2ccccc2)cn(Cc2ccccc2)c2cc(N3CCCC3)c(F)cc12	0.5
Nc1ccc(-c2ccc(N)cc2F)cc1	4.8
CC(=O)NC(=S)Nc1cc(C)ccc1C	-0.7
COc1ccc(-c2n[nH]c3c2CN(C(=O)c2ccsc2)CC3)cc1	5.6
COc1cccc(NC(=O)Cc2nnc(SCC(=O)Nc3cccc(SC)c3)n2C)c1	0.1
O=C1CCC(=O)N1C(=S)Nc1ccc(-c2ccccc2)cc1	0.4
O=C(Nc1ccccc1)N1CCc2scc[n+]2-c2ccccc21	-4.7
COc1cc(CNC(C)(C)CO)cc(Cl)c1OCC(=O)NC(C)(C)C	-8.0
O=C1CCCC2=Nc3ccccc3SC12 (stereo not given)	-0.6
Cc1oc(-c2ccc(C(F)(F)F)cc2)nc1CN(C)C1CCOC1 (stereo not given)	1.7
CCN1C(=O)N=C(Cc2cccs2)C1=O	-10.5
NS(=O)(=O)c1ccc(NC(=S)NC(=O)COc2ccc(Cl)cc2Cl)cc1	-9.3
Cc1c(-c2nc(-c3ccc4c(c3)OCO4)no2)nnn1-c1cccc(C(F)(F)F)c1	-0.4
CCOCCCNC(=O)C(Cc1ccccc1)NS(=O)(=O)c1ccc2c(c1)c(=O)n(C)c(=O)n2C (stereo not given)	-3.7
COc1cc(/C=c2/sc3nc4ccccc4n3c2=O)ccc1OC(F)F	5.6
c1ccc(CCN2CSC(COc3cccc4ccccc34)C2)cc1 (stereo not given)	3.7
CSc1nc(N)c2nccnc2n1	-0.8
COc1cc2nc(SCc3ccc(F)cc3)n3nc(CCn4c(C)nc5ccccc54)nc3c2cc1OC	-6.4
Cc1csc(S(=O)(=O)N2CCCC(N(C)CCc3ccccn3)C2)c1 (stereo not given)	-5.2
Nn1nc(-c2ccccc2)c2cc3ccccc3cc2c1=O	-9.6

Grouped by structure: the entries above containing a thiophene ring, fused or not
SMILES	RBX1-CUL1 inh
Cc1ccc(-c2csc(NC(=O)c3cccnc3Cl)c2C(=O)OC(C)C)cc1	5.5
CCOc1ccc(CCNC(=O)c2cc3c(s2)-c2c(C)cccc2OC3)cc1	-7.7
N#Cc1c(NC(=O)CSc2ccccc2)sc2c1CCCC2	6.1
Cc1sc(C(=O)O)cc1-c1ccccc1	-3.7
COc1ccc(-c2n[nH]c3c2CN(C(=O)c2ccsc2)CC3)cc1	5.6
CCN1C(=O)N=C(Cc2cccs2)C1=O	-10.5
Cc1csc(S(=O)(=O)N2CCCC(N(C)CCc3ccccn3)C2)c1 (stereo not given)	-5.2

Returning to the listing with the 2 entries that preceded the break.
SMILES	RBX1-CUL1 inh
Cc1csc(S(=O)(=O)N2CCCC(N(C)CCc3ccccn3)C2)c1 (stereo not given)	-5.2
Nn1nc(-c2ccccc2)c2cc3ccccc3cc2c1=O	-9.6
CCOc1ccc(CCNC(=O)Cn2c(-c3cccs3)cc3ccccc32)cc1OCC	4.2
CC(C)(C)NCc1cc(Br)ccc1OCc1cccs1	-1.3
CN1CCN(Cc2nc(N)nc(N3CCCCC3)n2)CC1	0.2
O=C(C1CCN(c2ccccc2)C1=O)N1CCC(Oc2ccc(Cl)cc2)CC1 (stereo not given)	7.4
COC(=O)CNC(=O)c1cc2c(=O)n3ccccc3nc2n1C	10.9
O=c1c2cc(-c3ccccc3)sc2nc2n1N=C(c1ccc(Br)cc1)CS2	5.8
COc1cccc(CNC(=O)C(Cc2ccccc2)NS(=O)(=O)c2ccc3c(c2)oc(=O)n3C)c1 (stereo not given)	1.6
O=C(CN1C(=O)CSc2ccc(S(=O)(=O)N3CCCC3)cc21)Nc1cccc(Cl)c1	-10.0
CNC(=O)N1CCN(C(=O)c2ccco2)CC1	-6.4
Cc1cccc(CNC(=O)c2ccc3c(c2)c(C)c(C)n3Cc2ccccc2)c1	-5.8
Cc1cc(S(=O)(=O)NC2CC(=O)N(CC(C)(C)C)C2)c(C)s1 (stereo not given)	6.9
CCc1nc2nc(C)cc(Nc3ccc(OC)cc3OC)n2n1	-0.1
CC1CCN(c2nc3ccc(C(=O)N4CCN(c5ccccc5)CC4)cc3s2)CC1	-10.7
Cc1ccc(-c2noc(-c3cccnc3NCc3ccc(Cl)cc3)n2)cc1	4.3
Cc1ccc(S(=O)(=O)Nc2c(C)nc3nc(C)[nH]n3c2=O)c(C)c1	-9.0
O=c1cc(-c2ccc(F)cc2)nc(N2CCN(Cc3ccccc3)CC2)[nH]1	8.5
COc1ccc(S(=O)(=O)NC2CCCCCC2)cc1C(=O)N1CCOCC1	-6.6
Cc1ccccc1NC(=O)c1c(C)oc2ccc(O)c(CN3CCC(C)CC3)c12	-6.7
Cc1c(C(=O)NCc2ccccc2Cl)sc2nc3n(c(=O)c12)CCC3	0.2
CC(Oc1ccc(C(C)C)cc1)C(=O)N1CCN(c2ccccn2)CC1 (stereo not given)	-3.3
Cc1cc(OCCn2cc(C(=O)c3cccs3)c3ccccc32)ccc1Cl	-1.6
CCOc1ccc(N(C)S(=O)(=O)c2cc(-c3cnc(C)o3)ccc2OC)cc1	5.7
Cc1ccc(-n2c(C)nnc2SCC(=O)Nc2ccc(Cl)c(C(F)(F)F)c2)cc1C	-0.6
CCOc1cc(Br)cc(/C=C2\SC(=Nc3ccccc3)NC2=O)c1O	1.3
COC(=O)C1C(C)=NC(C)=C([N+](=O)[O-])C1c1cn(-c2ccccc2)nc1-c1ccccc1 (stereo not given)	9.2
Cc1ccccc1-n1ncc2c1CC(C)(C)CC2NC(=O)CC(F)(F)F (stereo not given)	-3.2
O=C1NC(=S)N(S(=O)(=O)c2c(Cl)cccc2Cl)C1Cc1ccccc1 (stereo not given)	-4.0
CCC(=O)C1CCCN(C(=O)CC2(c3ccc(OC)cc3)CC(=O)N(C3CC3)C2=O)C1 (stereo not given)	-3.3
Cc1nc2ccccn2c1CN(C)C(=O)c1cc(COc2ccc(F)cc2F)on1	-3.3
CCOC(=O)c1cc(-c2ccccc2)n(CCC(=O)NCc2ccccc2Cl)c1C	-4.1
